HTRA1 inh: HTRA1 serine protease inhibitors, primary screen, biochemical, fluorescence polarization, HTS; recombinant HTRA1, FP-rhodamine activity-based probe; 340,000 tested, 0.5% active; Q92743; inhibition, % at 5.96 µM; in the data active means inhibition above about 36%;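 further: 0% = enzyme with DMSO and 100% = wells lacking enzyme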
mABHD4 FP: ABHD4 inhibitors, primary screen, biochemical, fluorescence polarization, mouse; (Lyso)-N-acylphosphatidylethanolamine lipase (Mus musculus), Q8VD66; purified mABHD4, FP-Rh probe fluorescence polarization; inhibition, % at 8.92 µM; 370,000 tested, 0.54% active; AID 720543, 2013;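 active means inhibition exceeding the mean over every tested compound plus 3 SD, cut at about 30% in these data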;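 further: 0% = plate median of compound wells and 100% = S159A mutant with DMSO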
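Test system: mABHD4 protein | Buffer or medium: HEPES pH 7.0 buffer, 150 mM NaCl, 0.01% Pluronic F-127 | Probe or stimulus: FP-Rh fluorescent activity-based probe, added after compound pre-incubation | Timing: Pre-incubation 45 min, probe exposure 60 min, at 25 °C | Technique: Fluorescence polarization, excitation 525 nm, emission 598 nm, BODIPY TMR filters | Repeats: Single well per compound (singlicate)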
GC-A act: GC-A stimulated cGMP production enhancers – HEK293 GC-A cells, cGMP TR-FRET, EC30 ANP, primary screen. Atrial natriuretic peptide receptor 1 (Homo sapiens), P16066. 0% at EC30 ANP, 100% saturating ANP. activation, % at 10 µM. 370,000 tested, 0.14% active; in the data active means activation above about 40%
Target sequence (P16066 whole entry, looked up): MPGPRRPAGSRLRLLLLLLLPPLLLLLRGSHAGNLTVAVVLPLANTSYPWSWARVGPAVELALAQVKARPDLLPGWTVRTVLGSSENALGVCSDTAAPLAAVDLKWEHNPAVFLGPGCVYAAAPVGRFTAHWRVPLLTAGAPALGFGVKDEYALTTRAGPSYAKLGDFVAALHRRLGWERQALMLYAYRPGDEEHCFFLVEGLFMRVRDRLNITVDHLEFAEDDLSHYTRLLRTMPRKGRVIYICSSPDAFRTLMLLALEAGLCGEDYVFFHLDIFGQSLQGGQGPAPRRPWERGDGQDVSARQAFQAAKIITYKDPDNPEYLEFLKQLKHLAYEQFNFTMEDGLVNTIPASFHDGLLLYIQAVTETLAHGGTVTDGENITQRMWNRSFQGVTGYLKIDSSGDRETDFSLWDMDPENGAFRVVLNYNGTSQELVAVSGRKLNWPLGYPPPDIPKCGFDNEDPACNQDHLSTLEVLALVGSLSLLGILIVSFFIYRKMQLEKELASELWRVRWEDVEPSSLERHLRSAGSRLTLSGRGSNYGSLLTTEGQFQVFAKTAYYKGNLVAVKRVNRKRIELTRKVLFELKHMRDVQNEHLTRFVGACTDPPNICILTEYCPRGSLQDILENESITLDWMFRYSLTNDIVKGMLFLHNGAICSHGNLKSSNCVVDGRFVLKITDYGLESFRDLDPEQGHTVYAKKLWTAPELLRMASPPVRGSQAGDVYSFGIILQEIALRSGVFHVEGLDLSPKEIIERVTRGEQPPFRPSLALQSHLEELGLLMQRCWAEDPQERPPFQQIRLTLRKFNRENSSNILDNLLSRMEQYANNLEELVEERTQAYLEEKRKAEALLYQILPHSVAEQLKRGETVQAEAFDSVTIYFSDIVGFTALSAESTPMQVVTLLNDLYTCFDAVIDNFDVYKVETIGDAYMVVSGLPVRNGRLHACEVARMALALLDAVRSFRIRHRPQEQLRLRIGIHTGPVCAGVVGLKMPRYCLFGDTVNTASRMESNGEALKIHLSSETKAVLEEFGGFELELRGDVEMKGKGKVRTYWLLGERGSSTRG
ARFGAP1 inhibitor: inhibitors of rat ARFGAP1 GAP activity, primary screen, biochemical, fluorescence polarization, GDP tracer; ADP-ribosylation factor GTPase-activating protein 1 (Rattus norvegicus), Q62848; Arfgap1-stimulated ARF1 GTP hydrolysis, GDP FP detection; inhibition, % at 16.5 µM; 360,000 tested, 0.26% active;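 active means inhibition above a per-plate limit, mean inhibition of low control wells plus 3 SD, cut at about 25% in these data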;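 further: 0% = DMSO wells with enzyme and 100% = wells lacking Arfgap1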
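Assay system: purified rat His6-Arfgap1 residues 1-136 (GAP domain); Reagent: human Δ17 ARF1 bound to GTP; Dosing: 16.5 µM single point, 1.26% DMSO; Times: GTP hydrolysis reaction 2 h at 25 °C; Signal: FP, GDP Alexa 633 tracer displaced from anti-GDP antibody, 620/688 nm; Measure: % inhibition from polarization.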
GC-B act: human GC-B receptor activators, primary screen, HEK293 GC-B cells, cGMP TR-FRET, EC30 CNP | 0% at EC30 CNP, 100% saturating CNP | activation, % at 10 µM | 370,000 tested, 0.11% active | AID 1920062, 2024 | Atrial natriuretic peptide receptor 2 (Homo sapiens), P20594;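 active means activation at 10 µM reaching about 35% in either raw or pattern-adjusted values, limit read from the data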
ASAP1 GAP inh: inhibitors of human ASAP1 ArfGAP activity, primary screen, biochemical, fluorescence polarization; ASAP1-stimulated ARF1 GTP hydrolysis, GDP FP detection; inhibition, % at 16.5 µM; 360,000 tested, 0.19% active; AID 624377, 2012; in the data active means inhibition above about 25%;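 further: 0% = vehicle with enzyme and substrate and 100% = no enzyme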
PG9 binder: binders of HIV-1 gp120 antibody PG9, primary screen, biochemical, TR-FRET. AID 624416, 2012. TR-FRET gp120-PG9 antibody binding. 360,000 tested, 0.43% active. HIV-1 gp120 / PG9 antibody interaction. inhibition, % at 6.7 µM; in the data active means inhibition above about 8.5%
rCAG binder: binders of r(CAG) RNA repeats, primary screen, biochemical, fluorescence | inhibition, % at 3 µM | AID 651821, 2012 | r(CAG) RNA repeat, TO-PRO-1 dye displacement fluorescence | 370,000 tested, 1.3% active;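 active means inhibition above the plate cutoff, the mean of all test compounds on that plate plus 3 SD, cut at about 35% in these data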;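 further: 0% = DMSO alone and 100% = 100 µM mitoxantrone as full dye displacement; higher means more dye released from RNA so lower well fluorescence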
SMARCA2 activ: SMARCA2 (BRM) function activators, primary screen, cell-based, luminescence, high throughput | 370,000 tested, 1% active | activation, % at 9.1 µM | MG213 cells, MMTV-luciferase reporter, dexamethasone, overnight; in the data active means activation above about 7.8%;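 further: 0% = vehicle wells and 100% = reference activator wells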
Rev-erbA mod: modulators of Rev-erb alpha DNA binding, primary screen, biochemical, FITC-DNA, fluorescence polarization, uHTS; Nuclear receptor subfamily 1 group D member 1 (Homo sapiens), P20393; Rev-erbα–FITC-DNA binding, 90 min; activity, % at 10 µM; 370,000 tested, 0.79% active; AID 1259318, 2017;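 active means activity above about 14%, limit read from the data; passing the limit was not always enough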;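 further: 0% = DMSO wells with 35 nM protein and 100% = DMSO wells with 750 nM protein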
* hit, by the source's call; / = no result given.

SMILES	HTRA1 inh	mABHD4 FP	GC-A act	ARFGAP1 inhibitor	GC-B act	ASAP1 GAP inh	PG9 binder	rCAG binder	SMARCA2 activ	Rev-erbA mod
O=C1OC2(O)C3C4C=CC(C4)C3C(=O)N2c2ccccc21 (configuration not stated)	2	2	4	-4	2	7	1.8	0	-6	-1
COCOc1ccc(-c2ncc(OC)nc2NC(=O)c2cc(C)oc2C)cc1	/	-3	1	0	-2	7	-1.0	1	0	0
COc1ccc(C)cc1NS(=O)(=O)c1ccc(NC(=O)CN(c2cc([N+](=O)[O-])ccc2C)S(C)(=O)=O)cc1	-46	-34	-1	5	-1	10	-1.0	21	-5	0
Cc1ccccc1NC(=O)c1cn2c(nc3ccccc32)c(C#N)c1C	-1	7	6	-8	4	6	-1.0	1	-2	7
COC(=O)c1nc2nc(C)cc(C(F)(F)F)n2n1	2	7	2	-4	0	4	-0.3	0	0	-2
Cc1cccc(NS(=O)(=O)c2cccc(C(=O)NCC(C)(C)N3CCOCC3)c2)c1	4	0	-2	-1	5	5	0.0	-3	3	-1
Oc1c(C=Nc2cccc3nsnc23)ccc2ccccc12	/	20	1	13	-5	24	-2.9	11	-2	4
Cc1cc(N2CCOCC2)nc2ccc(NC(=S)NCc3ccc4c(c3)OCO4)cc12	9	0	12	14	10	11	-4.3	9	-1	-1
CCC(C)(C)C(=O)Nc1cc([N+](=O)[O-])ccc1F	-3	-4	2	5	6	-7	-2.5	4	1	-2
Cc1ccsc1/C=N/NC(=O)c1ccc2c(c1)OCCO2	-1	2	-4	-3	1	-7	-4.0	-1	1	3
C[C@H](O)Cc1cc2ccccc2c(=O)o1	-2	-5	-1	-10	-2	12	-4.1	3	-1	9
COc1ccc(C)cc1NC(=O)C(=O)c1cn(CC(=O)N2CCCC2)c2ccccc12	-71	-45	-7	0	1	3	-2.0	7	-2	2

Next results.
SMILES	HTRA1 inh	mABHD4 FP	GC-A act	ARFGAP1 inhibitor	GC-B act	ASAP1 GAP inh	PG9 binder	rCAG binder	SMARCA2 activ	Rev-erbA mod
CCOC(=O)c1cccc(NC(=O)COc2nsnc2N2CCOCC2)c1	-2	-5	-4	5	-2	-4	-1.9	-7	0	-5
O=C(c1ccc2ccccc2c1)C1CCCN(C(=O)c2noc3c2CCCC3)C1 (configuration not stated)	-15	-5	-5	5	6	-5	-2.0	-1	-3	2
Cc1cc(Nc2ccc3c(c2)OCCO3)n2ncnc2n1	3	2	4	7	7	5	0.6	6	-1	-1
CNC(=O)CCCN1C(=O)c2ccccc2Sc2ncccc21	4	-1	-3	12	-2	0	-2.5	-2	3	0
COc1ccc(Cc2nnc(N/N=C/c3ccc(O)cc3)[nH]c2=O)cc1OC	3	5	-2	8	-10	5	-3.4	6	-6	2
CN(C(=O)c1ccc(NC(=O)Cc2ccc(NC(=O)C3CCCN(C(=O)c4ccccc4)C3)cc2)cc1)C1CCCC1 (configuration not stated)	-3	1	3	0	2	-5	-0.3	8	-4	-3
CCCn1c(NCc2cccc(OC)c2OC)nc2ccccc21	-1	2	-6	-2	-2	2	-0.8	-5	5	-4
Cc1ccc(S(=O)(=O)NCCc2c[nH]c3ccccc23)cc1	-8	1	-2	-1	-3	1	-1.5	1	-1	1
Cc1nc2cc(C(=O)O)ccc2n1-c1ccc(F)cc1F	11	3	4	-2	-5	-6	-0.7	3	1	4
O=C(CSc1nccc(=O)[nH]1)NN(c1ccccc1)c1ccccc1	6	3	-6	2	1	5	0.3	-1	1	1
Cc1[nH]nc(S(=O)CC(=O)O)c1[N+](=O)[O-] (configuration not stated)	10	-4	1	-8	1	-4	-1.9	-1	0	-1
CC(C)(C)n1ncc(Oc2ccccc2[N+](=O)[O-])c(Cl)c1=O	-1	-2	-1	3	4	-3	-1.0	-4	-5	0

Next part
SMILES	HTRA1 inh	mABHD4 FP	GC-A act	ARFGAP1 inhibitor	GC-B act	ASAP1 GAP inh	PG9 binder	rCAG binder	SMARCA2 activ	Rev-erbA mod
O=C(Cc1c(F)cccc1Cl)Nc1cc(S(=O)(=O)N2CCOCC2)ccc1N1CCOCC1	-2	-12	5	10	1	6	2.5	1	-3	-5
CCNC(=O)C1(c2ccccc2)CCCC1	3	2	0	14	5	3	-0.4	-4	0	-7
CC(NC(=O)C(=O)N/N=C/c1ccc(Cl)cc1)c1ccccc1 (configuration not stated)	-2	5	5	6	1	13	1.9	-2	-4	-2
COCCSc1ccccc1C(=O)N1CCc2ccccc21	4	0	-1	-6	-1	12	-0.2	-8	-1	1
c1ccc(-c2ccc3cnccc3n2)cc1	/	1	1	-9	-3	-8	0.8	0	1	-4
O=S(=O)(NC1c2cccc3cccc(c23)C1Sc1ncccn1)c1ccc(Cl)cc1 (configuration not stated)	-40	-22	-7	-2	6	-1	-2.4	7	-3	1
COc1ccc(N2CCN(C(=O)Cc3coc4cc(C)ccc34)CC2)cc1	-2	0	0	13	0	-4	-1.1	-2	-3	2
CCOC(=O)C(CC)/C(C)=N\NC(=O)CCC(=O)Nc1ccc(Cl)cc1Cl (configuration not stated)	0	-6	2	5	2	-7	-1.1	-3	1	0
CC(=O)Nc1cc(-c2ccccc2)nn1Cc1ccc(Cl)cc1	-15	0	-1	11	-4	9	-1.1	1	-1	3
CCOc1ccc2nc(SCC)[nH]c2c1	7	1	2	3	-1	-3	-1.6	2	0	2
CCOc1cc(CO)cc(Br)c1OCC(=O)O	-10	5	-1	6	8	-12	0.5	14	0	-1
O=c1c(Cc2c(F)cccc2Cl)c(O)ccn1Cc1ccc2c(c1)OCO2	0	5	/	3	/	-6	-0.1	-3	1	/

(cont.)
SMILES	HTRA1 inh	mABHD4 FP	GC-A act	ARFGAP1 inhibitor	GC-B act	ASAP1 GAP inh	PG9 binder	rCAG binder	SMARCA2 activ	Rev-erbA mod
COc1cc(CCNC(=O)c2ccccc2NC(=O)C2=C(C)OCCS2)cc(OC)c1OC	-3	6	2	9	8	-8	-1.0	-6	-2	-2
N#Cc1ccc(CC(=O)c2ccccc2)[nH]c1=O	28	43*	-2	5	-1	-2	-4.0	35*	-2	1
Cc1ccccc1NC(=O)C[n+]1cc(-c2ccccc2)n2c1CCC2	4	2	2	-8	-2	17	-1.9	2	-1	2
CCn1cc(CCC(=O)O)c(C)n1	1	0	0	13	3	-9	-1.5	-1	-4	-5
O=C(OCC(=O)N1CCOCC1)c1ccccc1Br	4	5	-2	-6	-1	-7	-0.2	1	0	-3
N[C@@]12CCc3nonc3[C@]1(O)CC(c1ccccc1)=[N+]2[O-]	-2	0	-1	20	4	9	1.0	-2	-1	6
CCCCn1nnnc1C1c2ccccc2OCC(=O)N1Cc1ccc2c(c1)OCO2 (configuration not stated)	/	2	-2	/	-4	/	/	1	-3	2
COc1ccc(C)cc1NC(=O)C1CCCN(S(=O)(=O)c2ccc3[nH]c(=O)ccc3c2)C1 (configuration not stated)	9	2	0	1	-1	1	-0.8	4	-4	-2
CN1CCN(C(=O)c2ccc(Cn3cc(Cl)cn3)o2)CC1	1	3	0	1	1	4	-1.5	-2	7.9*	-6
O=C(NCc1ccco1)C(c1ccc(F)cc1)N(CC1CCCO1)C(=O)Cn1nnc2ccccc21 (configuration not stated)	-2	-1	-4	-10	-1	-14	3.6	-6	-2	2
Cc1c(NC(=O)c2ccc(S(=O)(=O)Nc3ccccc3F)cc2)c(=O)n(-c2ccccc2)n1C	4	2	2	8	-1	0	-0.6	6	1	2
COC(=O)c1ccc(CSc2nnc3sc4ccccc4n23)o1	-4	1	-7	-5	7	-22	2.5	6	-1	0

Sorted by molecular weight (high to low): some entries from above.
SMILES	HTRA1 inh	mABHD4 FP	GC-A act	ARFGAP1 inhibitor	GC-B act	ASAP1 GAP inh	PG9 binder	rCAG binder	SMARCA2 activ	Rev-erbA mod
Cc1ccccc1NC(=O)C[n+]1cc(-c2ccccc2)n2c1CCC2	4	2	2	-8	-2	17	-1.9	2	-1	2
N[C@@]12CCc3nonc3[C@]1(O)CC(c1ccccc1)=[N+]2[O-]	-2	0	-1	20	4	9	1.0	-2	-1	6
CCn1cc(CCC(=O)O)c(C)n1	1	0	0	13	3	-9	-1.5	-1	-4	-5

Further records follow.
SMILES	HTRA1 inh	mABHD4 FP	GC-A act	ARFGAP1 inhibitor	GC-B act	ASAP1 GAP inh	PG9 binder	rCAG binder	SMARCA2 activ	Rev-erbA mod
Cc1ccc(NC(=O)CN(C)C(=O)CN2C(=O)NC(C)(c3ccccc3)C2=O)cc1 (configuration not stated)	6	4	4	-13	5	11	-0.3	-5	0	-1
O=c1[nH]c(C2CCN(S(=O)(=O)c3ccccc3C(F)(F)F)CC2)nc2c1nnn2Cc1ccccc1	-47	-1	17	0	0	9	0.8	11	-6	-3
FC(F)Oc1cccc(NC(=S)N2CCN(c3ccccn3)CC2)c1	3	2	-2	9	7	-4	-1.0	-2	-3	7
Cn1c(N/N=C/c2ccccc2)nc2sc3c(c2c1=O)CCC3	35	16	3	11	-1	-1	-4.3	20	2	-7
COc1ccc(OCC(=O)NCCCNC(=O)COc2ccc(OC)cc2)cc1	-2	-6	-1	8	4	-15	0.1	1	-1	1
CC(c1nc2ccccc2[nH]1)n1c(=O)c(-c2cccs2)nc2ccccc21 (configuration not stated)	/	-8	-10	-6	-6	-2	0.1	6	-8	30*
Cc1c(O)ccc2c(CC(=O)N[C@@H](Cc3ccccc3)C(=O)O)cc(=O)oc12	4	0	4	7	1	2	0.4	3	1	-9

Screening data as filed in PubChem BioAssay.

Not a hit list. About 4.4% of those tested had a hit in this group.
